GLP-1R agonist = agonists of human GLP-1 receptor; 0.007% of 380,000 active; P43220; Potency, µM (titrated, usually from 45.6 µM), inactives show at the top dose activation, actives largely listed as activators; HEK293 GLP-1R CRE-luciferase, luminescence, 4-6 h; cells express a hypersensitive GLP-1R form; also: % of control where 0% means no effect
Target sequence (P43220 whole entry, looked up): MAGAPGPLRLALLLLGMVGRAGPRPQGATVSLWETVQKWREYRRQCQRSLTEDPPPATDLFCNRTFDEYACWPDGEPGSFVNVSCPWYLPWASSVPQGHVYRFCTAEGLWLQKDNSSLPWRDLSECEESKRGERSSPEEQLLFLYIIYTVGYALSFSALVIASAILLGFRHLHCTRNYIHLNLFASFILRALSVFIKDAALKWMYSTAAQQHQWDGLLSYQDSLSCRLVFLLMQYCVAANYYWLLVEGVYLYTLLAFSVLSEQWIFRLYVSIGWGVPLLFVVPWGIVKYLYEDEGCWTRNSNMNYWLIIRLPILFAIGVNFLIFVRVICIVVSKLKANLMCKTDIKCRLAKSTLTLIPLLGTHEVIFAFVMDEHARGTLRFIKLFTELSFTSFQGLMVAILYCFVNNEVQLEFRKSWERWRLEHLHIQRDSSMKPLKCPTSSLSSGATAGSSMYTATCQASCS
TDP43 rescue = TDP-43 toxicity inhibition in yeast. 1.8% of 410,000 active. TDP-43 expressing yeast growth rescue, BacTiter-Glo, 24 h. AID 652104. Potency, µM (doses to about 46.1 µM), without a hit: at the top dose growth rescue (activation), hits mostly activators; also: % of control where 0% means no effect; nearly all actives have a fitted effect of over 50% in size
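Cell-based yeast growth screen: TDP-43 expression induced in galactose, inoculum OD600=0.02 after raffinose pregrowth to mid-log. Read-out BacTiter-Glo luminescence at 24 hr, 30 deg C; inhibition of toxicity seen as signal increase.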
KB-3-1 cytotox = kills parental KB-3-1 adenocarcinoma cells | 1.4% of 400,000 active | Potency, µM (titrated, usually from 46.1 µM), without a hit: at the highest dose activity change, negative = cytotoxic, most hits filed as cytotoxic | KB-3-1 viability, CellTiter-Glo ATP luminescence, 72 h; also: % is scaled to controls: 0 for no effect and ±100 for the full control effect; nearly all actives have a fitted effect of over 60% in size
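Viability of parental KB-3-1 cells, measured by CellTiter-Glo luminescence, followed a 72 h incubation at 37 °C with pinned compounds in phenol-red-free DMEM containing 10% FBS.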
SW480 rerep = inducers of DNA re-replication in SW480 colon cancer cells; SW480 DNA re-replication, Hoechst DNA content imaging, 48 h; Potency, µM (series often up to 46.1 µM), without a hit: at the highest dose re-replication activation, usual class: activators; 1.8% of 340,000 active; AID 624297; also: % of control where 0% means no effect; nearly all actives have a fitted effect of over 55% in size
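Quantitative HTS format with DMSO vehicle controls; 48 hr drug incubation at 37 C, then 40 min Hoechst staining and scanning imager measurement at 405 nm excitation.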
HT1080-NT tox = kills 2HG-producing HT-1080-NT fibrosarcoma cells; HT-1080-NT fibrosarcoma viability, CellTiter-Glo ATP luminescence, 48 h; Potency, µM (doses to about 46.1 µM), without a hit: top-dose activity, negative = less viability, usual class: cytotoxic; 1.6% of 360,000 active; AID 686970;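 also: NT is the 2HG producing partner of a matched IDH1 knockdown line; 0% = DMSO-treated cells and -100% = media-only wells without cells; nearly all actives have a fitted effect of over 55% in size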
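Viability by CellTiter-Glo luminescence after 48 h compound exposure at 37C of HT-1080-NT cells (750/well, RPMI, 5% FBS). % activity scaled between DMSO wells and medium-only wells, then curve-fitted and categorized by curve class.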
HEK293 tox = cytotoxic in the GLP-1 receptor inverse agonist counter-screen. 0.13% of 410,000 active. HEK293 cAMP-luciferase reporter cells, luminescence, 24 h. Potency, µM (series often up to 38.3 µM), without a hit: at the top dose activity change, negative = inhibition, hits mostly inhibitors. AID 624418;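 also: loss of luciferase light is scored as toxicity; % is scaled to controls: 0 for no effect and ±100 for the full control effect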
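Cells in DMEM/10% Nu serum/1% pen-strep, 1536-well format. Pre-incubated 12 h, dosed with 23 nL compound, incubated a further 24 h. Luciferase detection, 12 min at room temp, luminescence.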
KB-V1 MDR tox = KB-V1 MDR subline cytotoxicity | Potency, µM (titrated, usually from 46.1 µM), for the others: at the top dose activity change, negative = cytotoxicity, most hits filed as cytotoxic | KB-V1 MDR cells viability, CellTiter-Glo, 72 h | 3.4% of 400,000 active | AID 1347076; also: % is scaled to controls: 0 for no effect and ±100 for the full control effect; nearly all actives have a fitted effect of over 60% in size
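Cytotoxicity via CellTiter-Glo luminescence after 72 h compound exposure at 37 degrees C. Cells: drug-selected KB-V1 line, DMEM phenol-red free plus 10% FBS. Compounds tested at multiple concentrations; normalized data fitted to concentration-effect curves.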
GLP-1R inv ag = GLP-1 receptor (human) inverse agonism | P43220 | AID 624417 | Potency, µM (series often up to 38.3 µM), inactives show top-dose activity change, negative = inhibition, most hits filed as inhibitors | 1.6% of 410,000 active | HEK293 GLP-1R CRE-luciferase, luminescence, 24 h; GLP-1R form is constitutively active; also: % is scaled to controls: 0 for no effect and ±100 for the full control effect; nearly all actives have a fitted effect of over 55% in size
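HEK293 cells stably co-expressing constitutively active GLP-1R and a cAMP-responsive luciferase reporter were seeded in DMEM with 10% Nu serum, given compounds after 12 h, and incubated 24 h at 37 deg C. Luminescence was then read.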
HT1080 IDH1KD tx = toxicity to HT-1080 IDH1 knockdown cells (counter line) | 2% of 360,000 active | Potency, µM (series often up to 46.1 µM), for inactives: top-dose activity, negative = toxicity, most hits filed as cytotoxic | AID 686971 | HT-1080 IDH1 knockdown viability, ATP luminescence, 48 h;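 also: 0% = DMSO wells and -100% = cell-free medium wells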
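Viability of IDH1-knockdown HT-1080 fibrosarcoma cells was assessed by CellTiter-Glo after 48 h at 37 °C with titrated compound; concentration-effect curves were classified by fit quality and response size.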
The depositor's hits bear a star; i = inactive; ? = inconclusive; . = no result given; [ ] = remark or other dose. Calls follow the shape of the dose curve; as a rule, active = well fitted curve in the direction sought with a large enough effect; inconclusive = small, poorly fitted or top-dose-only effect, or another doubt; inactive = no such curve, though single readings can be large; an effect the other way counts as inactive or inconclusive. Potency is read from the fitted curve at half-maximal effect.

SMILES	GLP-1R agonist	TDP43 rescue	KB-3-1 cytotox	SW480 rerep	HT1080-NT tox	HEK293 tox	KB-V1 MDR tox	GLP-1R inv ag	HT1080 IDH1KD tx
O=C(NCCCn1ccnc1)C(=O)NCC1OCCCN1S(=O)(=O)c1ccc(F)cc1 (stereo not given)	-7.1%	-13.8%	-3.0%	2.9%	4.0%	-4.7%	21.0%	-3.2%	-2.4%
Cn1c(=O)c([N+](=O)[O-])c(N2CCN(Cc3ccc4c(c3)OCO4)CC2)c2ccccc21	12.2%	-3.3%	-17.5%	2.2%	-17.8%	?	?	?	-15.8%
Cc1cc(C)n2c(Nc3ccc4c(c3)OCCO4)c(-c3ccc(C)o3)nc2n1	-4.4%	27.0%	-9.4%	-1.6%	10.8%	-2.5%	9.7%	-2.2%	7.6%
O=C(NC(=S)Nc1nc(-c2ccccc2)cs1)c1ccco1	-6.7%	19.1%	-5.5%	-2.3%	0.5%	?	-20.3%	12.3%	3.4%
COc1ccc(/C=C(\C#N)C(=O)Nc2cc(S(=O)(=O)N3CCOCC3)ccc2N2CCCC2)cc1	2.1%	-16.0%[0.397 µM]	-6.8%	-3.9%	-8.4%	-10.3%	-0.4%	?	-13.8%
CCC(=O)Nc1c(C)nn(C(=O)CC)c1C	-2.9%	4.4%	6.5%	-1.8%	10.2%	13.6%	19.0%	12.3%	9.2%
O=C1CCC(=O)N1N1C(=O)C2C3c4ccccc4C(c4ccccc43)C2C1=O (stereo not given)	4.2%	-7.3%	17.7%	-4.4%	-0.9%	-4.0%	21.7%	-21.0%	8.2%
CCn1c(SCC(=O)NC2=NCCS2)nnc1C(C)NC(=O)c1ccc(Cl)cc1 (stereo not given)	-1.7%	-19.8%	12.0%	-2.6%	5.2%	-3.6%	?	11.4%	-0.4%
COc1ccc(C2=NS(=O)(=O)N(C)C(C(=O)NC3CCCC3)=C2)cc1OC	6.2%	-2.4%	6.2%	-0.9%	-1.9%	-11.2%	-0.1%	13.3%	7.9%
Cc1c(N(C)C(=O)c2ccccc2F)c(=O)n(-c2ccccc2)n1C	1.5%	-3.8%	-1.0%	-11.6%	8.2%	-0.5%	20.3%	3.2%	6.3%
O=C(NNC(=O)C1CC(c2cccs2)=NO1)Nc1ccccc1 (stereo not given)	3.8%	3.1%	14.3%	2.5%	-3.3%	-3.6%	?	1.6%	4.1%
COc1ccc(C(=O)Nc2ccc(S(=O)(=O)Nc3cc(C)nc(C)n3)cc2)c(OC)c1	12.6%	-5.0%	-6.2%	-21.7%	-7.3%	-0.3%	0.6%	45.7%[activator]	-4.7%
CCN(C(=O)COC(=O)CCC(=O)c1cccs1)C1CCCCC1	0.4%	5.7%	2.9%	-9.1%	-2.9%	8.2%	-14.7%	4.7%	0.0%
COc1ccc(Cl)cc1-c1nc(SCC(=O)NC(C)C(C)C)n[nH]1 (stereo not given)	17.4%	-19.2%[1.82 µM]	-1.5%	-8.9%	13.2%	0.5%	0.5%	0.4%	20.6%
CN(C)c1ccc(-c2nnc(-c3cccnc3)o2)cc1	3.2%	10µM*	9.2%	-3.5%	-1.6%	-6.0%	?	-5.9%	-14.2%
O=C(O)c1cc2ccc(O)cc2oc1=O	-6.6%	6.2%	11.0%	.	11.9%	i	?	-7.0%	7.4%
CC1(C)Cc2ccccc2-c2[nH]c(=S)[nH]c(=O)c21	8.0%	-13.4%[1.82 µM]	7.1%	1.4%	1.5%	-6.2%	23.7%	25.6%	-0.8%
CN1CCC(N(C)CC(=O)Nc2ccc3c(c2)OC(F)(F)O3)CC1	5.8%	-21.2%	-3.8%	-3.8%	-6.3%	-5.2%	20.1%	?	-1.7%
CCN1CCN(c2ncc3c(n2)CC(c2cc(OC)c(OC)c(OC)c2)CC3=O)CC1 (stereo not given)	-2.2%	-5.8%	?	4.11µM*	?	?	0.0%	?	4.11µM*
CCOCC(O)CNC(=O)c1ccc(OC2CCN(C(=O)c3cccnc3)CC2)cc1 (stereo not given)	7.0%	-12.9%	-7.0%	5.5%	-9.1%	0.8%	-16.8%	24.5%	-3.2%
C[C@H](CO)N1C[C@H](C)[C@H](CN(C)S(=O)(=O)c2ccc(F)cc2)Oc2ncc(Br)cc2C1=O	1.0%	-1.4%	-0.7%	.	-2.2%	4.5%	-26.6%	0.3%	-19.6%
Cn1ccnc1CC(C)(O)c1ccccc1 (stereo not given)	5.9%	2.8%	0.0%	.	5.3%	0.9%	20.4%	-3.8%	0.0%
Cc1ccc(CNc2nc3ccccc3s2)s1	-33.4%[inhibitor]	18.8%	0.0%	0.8%	-8.1%	-0.1%	-3.1%	?	-17.6%
O=C1CC(c2ccccc2)CC(O)=C1C=NCCN1CCN(Cc2ccccc2)CC1 (stereo not given)	9.8%	-37.6%[inhibitor]	?	-16.7%	5.5%	-19.6%	-9.2%	-29.2%	-19.3%
Cc1cccc(CNC(=O)c2cnc3sc(N4CCCCC4)nn3c2=O)c1	.	4.7%	5.9%	.	.	0.9%	0.0%	10.9%	.

Later entries.
SMILES	GLP-1R agonist	TDP43 rescue	KB-3-1 cytotox	SW480 rerep	HT1080-NT tox	HEK293 tox	KB-V1 MDR tox	GLP-1R inv ag	HT1080 IDH1KD tx
Cc1cc2oc(=O)cc(CN(C)Cc3ccccc3)c2cc1Cl	18.5%	8.0%	0.0%	.	2.4%	2.2%	0.5%	-22.1%	2.3%
CCOC(=O)c1sc2ccccc2c1S(=O)(=O)Nc1ccc(OC)c(Cl)c1	.	?	1.4%	.	.	1.1%	-7.1%	?	.
CN(c1ccccc1)S(=O)(=O)c1cccc(C(=O)NC2CCCCC2)c1	0.4%	21.0%	7.6%	-2.1%	4.0%	-25.6%	14.6µM*	?	7.4%
CNC(=O)c1oc(-c2ccc(Cl)cc2)nc1C	11.3%	21.3%	0.8%	-60.2%[inhibitor]	6.9%	-2.4%	-1.6%	15.3%	-0.7%
COc1ccc(-c2cc(C(=O)NC(C)C)no2)cc1	0.6%	19.2%	-1.3%	-4.6%	-4.6%	-22.9%	16.6%	-0.5%	10.4%
Cc1cc(C(=O)NC2CCCC2)on1	6.1%	2.0%	1.6%	-11.1%	-4.0%	-4.4%	?	-5.8%	-0.2%
CN(C(=O)CSc1nc(-c2ccccc2)cs1)C1CCS(=O)(=O)C1 (stereo not given)	1.2%	-18.0%	2.5%	-5.4%	6.3%	-16.7%	-14.0%	-26.9%	0.8%
CC(C)CCNC(=O)CN(Cc1ccco1)C(=O)CCC(=O)Nc1nccs1	6.9%	-10.8%	-6.5%	-12.3%	8.0%	-12.6%	-15.3%	-21.7%	11.5%
CCN1CCN(c2nc(N)c([N+](=O)[O-])c(Nc3ccc(C)cc3)n2)CC1	1.6%	-9.6%	-5.6%	-1.3%	-0.5%	-8.5%	?	40.2%[activator]	0.0%
CCC(C)(C)NC(=O)C1CCN(S(=O)(=O)c2ccc3c(c2)CCCN3C(C)=O)CC1	.	6.3%	-4.6%	.	.	-1.6%	22.1%	6.3%	.
N#Cc1ccc(C(=O)Nc2cc(-c3ccccc3)nn2-c2ccccc2)cc1	6.0%	4.1%	-6.2%	3.8%	-9.6%	-9.6%	?	?	-19.7%
CCCCC(=O)Nc1ccccc1C(=O)OCC(=O)c1ccc2c(c1)OCCO2	0.1%	-5.6%	?	0.9%	-3.1%	77.7%[activator]	?	?	-9.6%
CC(C)[C@H](NC(=O)c1ccco1)C(=O)OCC(=O)NC12CC3CC(CC(C3)C1)C2	1.0%	9.8%	-1.0%	-3.2%	-13.1%	0.4%[7.66 µM]	-9.6%	-16.1%[7.66 µM]	-7.8%

Individual results from the entries so far:
In HT1080 IDH1KD tx, N#Cc1ccc(C(=O)Nc2cc(-c3ccccc3)nn2-c2ccccc2)cc1 is entered as -19.7%
In HEK293 tox, CCC(C)(C)NC(=O)C1CCN(S(=O)(=O)c2ccc3c(c2)CCCN3C(C)=O)CC1 is entered as -1.6%

Structures shown so far that have a halogen, in the order listed:
SMILES	GLP-1R agonist	TDP43 rescue	KB-3-1 cytotox	SW480 rerep	HT1080-NT tox	HEK293 tox	KB-V1 MDR tox	GLP-1R inv ag	HT1080 IDH1KD tx
O=C(NCCCn1ccnc1)C(=O)NCC1OCCCN1S(=O)(=O)c1ccc(F)cc1 (stereo not given)	-7.1%	-13.8%	-3.0%	2.9%	4.0%	-4.7%	21.0%	-3.2%	-2.4%
CCn1c(SCC(=O)NC2=NCCS2)nnc1C(C)NC(=O)c1ccc(Cl)cc1 (stereo not given)	-1.7%	-19.8%	12.0%	-2.6%	5.2%	-3.6%	?	11.4%	-0.4%
Cc1c(N(C)C(=O)c2ccccc2F)c(=O)n(-c2ccccc2)n1C	1.5%	-3.8%	-1.0%	-11.6%	8.2%	-0.5%	20.3%	3.2%	6.3%
COc1ccc(Cl)cc1-c1nc(SCC(=O)NC(C)C(C)C)n[nH]1 (stereo not given)	17.4%	-19.2%[1.82 µM]	-1.5%	-8.9%	13.2%	0.5%	0.5%	0.4%	20.6%
CN1CCC(N(C)CC(=O)Nc2ccc3c(c2)OC(F)(F)O3)CC1	5.8%	-21.2%	-3.8%	-3.8%	-6.3%	-5.2%	20.1%	?	-1.7%
C[C@H](CO)N1C[C@H](C)[C@H](CN(C)S(=O)(=O)c2ccc(F)cc2)Oc2ncc(Br)cc2C1=O	1.0%	-1.4%	-0.7%	.	-2.2%	4.5%	-26.6%	0.3%	-19.6%
Cc1cc2oc(=O)cc(CN(C)Cc3ccccc3)c2cc1Cl	18.5%	8.0%	0.0%	.	2.4%	2.2%	0.5%	-22.1%	2.3%
CCOC(=O)c1sc2ccccc2c1S(=O)(=O)Nc1ccc(OC)c(Cl)c1	.	?	1.4%	.	.	1.1%	-7.1%	?	.
CNC(=O)c1oc(-c2ccc(Cl)cc2)nc1C	11.3%	21.3%	0.8%	-60.2%[inhibitor]	6.9%	-2.4%	-1.6%	15.3%	-0.7%

Compound activity as filed in PubChem.
